# RGS4-Gao reg: human RGS4-Galphao interaction regulation. hit rate 0.33% among 220,000. binding response (% of control), % at 10 µM. Multiplexed bead flow cytometry, RGS4-Galphao binding; actives lie on both sides. P09471; in the data active = binding response below about 49% or above about 150%; inactive = in between;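 also: fluorescent Galphao activated with aluminum fluoride binding bead-coupled RGS4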
# Avidin fluor: avidin bead compound fluorescence profile. Avidin beads, compound fluorescence 488/530 nm, flow cytometry; stronger effect = higher value. fluorescence (KMESF) at 10 µM. hit rate 0.38% among 220,000. AID 1775; in the data active = fluorescence above about 47; also: inactives centre near 10
# ABCB1 block: blocks JC-1 efflux by human ABCB1 transporter; P08183; CCRF-Adr cells, flow cytometry; inhibition, % at 6.6 µM; hit rate 0.067% among 190,000; AID 1326; in the data active = inhibition above about 40%;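 also: 0% = vehicle and 100% = reference inhibitor; higher value means more JC-1 retained so stronger ABCB1 efflux block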
# Pf gamet viab: inhibitors of late stage P. falciparum gametocyte viability; inhibition, % at 10.9 µM; AID 743093; P. falciparum stage V gametocytes, ATP luminescence, 24 h; hit rate 0.065% among 150,000;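 active = inhibition above the mean plus 3 SD of compounds within the control limits, set per campaign, cut at about 38% in these data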;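 also: 0% = DMSO wells and 100% = medium only without gametocytes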
# GSH fluor: compound fluoresces at 488/530 nm on GSH beads; hit rate 0.25% among 190,000; GSH beads flow cytometry, compound fluorescence 488/530 nm; stronger effect = higher value; fluorescence (KMESF) at 10 µM; AID 1776; in the data active = fluorescence above about 89;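 also: glutathione beads carrying GST-tagged Bcl family fusion proteins plus one bare bead set; values are compound well signal with DMSO vehicle wells as background; inactives centre near 16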
# RGS7-Gao reg: human RGS7-Galphao interaction regulation. P09471. binding response (% of control), % at 10 µM. AID 1439. hit rate 0.35% among 220,000. Multiplexed bead flow cytometry, RGS7-Galphao binding; actives lie on both sides; in the data active = binding response below about 49% or above about 150%; inconclusive = no clear call, values can overlap the other calls; inactive = in between;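 also: fluorescent Galphao held in activated GDP-AlF4 state binding bead-coupled RGS7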
# Mcl-1 Bim block: disrupts Bim peptide binding to human Mcl-1. Q07820. Bead-based flow cytometry, Bim peptide-Mcl-1 binding. inhibition, % at 10 µM. hit rate 0.1% among 190,000. AID 1009; in the data active = inhibition above about 40%;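 also: 0% = no compound tracer wells and 100% = peptide blocker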
# Target sequence (Q07820 whole entry, looked up): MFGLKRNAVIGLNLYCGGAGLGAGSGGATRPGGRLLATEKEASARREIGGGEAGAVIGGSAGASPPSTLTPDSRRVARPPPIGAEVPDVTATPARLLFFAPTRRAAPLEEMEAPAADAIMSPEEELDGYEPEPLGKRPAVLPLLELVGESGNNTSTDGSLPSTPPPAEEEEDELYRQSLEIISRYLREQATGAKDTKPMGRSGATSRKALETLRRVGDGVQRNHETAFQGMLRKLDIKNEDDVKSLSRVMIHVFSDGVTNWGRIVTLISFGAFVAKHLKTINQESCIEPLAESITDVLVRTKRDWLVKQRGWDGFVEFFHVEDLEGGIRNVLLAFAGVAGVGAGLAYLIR
# Mcl1-Noxa inh: disrupts binding of human Mcl-1 to Noxa peptide. Q07820. TR-FRET Mcl-1/Noxa peptide binding, 2 h. inhibition, % at 21.7 µM. hit rate 1.5% among 220,000. AID 1022;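 active = compounds that cut the protein-peptide binding signal by more than 50% relative to plate controls in a single-dose test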;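 also: His-tagged Mcl-1 with rhodamine Noxa BH3 peptide and terbium anti-His antibody; 0% = Mcl-1 plus Noxa peptide wells and 100% = peptide-only wells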
# RGS8-Gao reg: regulators of human RGS8-Galphao interaction. P09471. multiplexed bead flow cytometry, RGS8-Galphao binding; actives lie on both sides. response (percent of control binding), % at 10 µM. hit rate 0.34% among 220,000; in the data active = response below about 60% or above about 140%; inactive = in between;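 also: Galphao activated as the GDP aluminium fluoride complex binding bead-coupled RGS8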
# ABCG2 inh: human ABCG2 inhibition, ABCB1 as counter-screen | Q9UNQ0 | IgMXP3 cells, JC-1 efflux, flow cytometry | inhibition, % at 6.6 µM | hit rate 0.1% among 190,000 | AID 1325;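 active = inhibition above 80%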;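 also: 0% = DMSO and 100% = nicardipine control wells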
# Target sequence (Q9UNQ0 whole entry, looked up): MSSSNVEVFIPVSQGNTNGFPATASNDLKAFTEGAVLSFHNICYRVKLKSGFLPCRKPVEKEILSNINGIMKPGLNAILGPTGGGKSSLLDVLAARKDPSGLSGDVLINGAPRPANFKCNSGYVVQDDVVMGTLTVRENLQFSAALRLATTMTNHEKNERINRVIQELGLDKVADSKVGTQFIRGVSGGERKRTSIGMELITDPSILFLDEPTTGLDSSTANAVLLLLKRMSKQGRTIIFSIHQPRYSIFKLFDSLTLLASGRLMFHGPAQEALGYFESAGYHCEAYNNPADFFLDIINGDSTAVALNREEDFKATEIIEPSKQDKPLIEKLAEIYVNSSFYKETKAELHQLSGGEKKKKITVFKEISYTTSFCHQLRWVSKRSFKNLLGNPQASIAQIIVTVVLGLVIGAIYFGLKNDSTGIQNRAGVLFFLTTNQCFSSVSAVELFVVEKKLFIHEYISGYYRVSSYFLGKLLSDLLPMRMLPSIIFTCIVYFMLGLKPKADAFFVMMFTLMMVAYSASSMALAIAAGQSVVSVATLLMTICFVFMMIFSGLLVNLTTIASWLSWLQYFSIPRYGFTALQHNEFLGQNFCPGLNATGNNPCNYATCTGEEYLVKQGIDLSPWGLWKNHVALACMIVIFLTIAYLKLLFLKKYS
#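 material = IgMXP3 (ABCG2) plus far-red-tagged CCRF-Adr (ABCB1) cells | amount = 3 million cells/mL, equal mix of both lines | also added = JC-1 transporter substrate | dosing = one concentration, 6.6 µM final | schedule = 10 min at 25 °C | measured by = flow cytometric JC-1 green MFI at 530 nm | read-out basis = percent efflux inhibition, scaled nicardipine 100% to DMSO 0%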
# Mcl1-Bid inh: Mcl-1/Bid interaction inhibition. AID 1021. TR-FRET Mcl-1/Bid-Dy647 peptide binding, 1536-well. hit rate 0.97% among 220,000. inhibition, % at 21.7 µM;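 active = compounds that cut the binding signal by more than half at the single screening dose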;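 also: His-tagged Mcl-1 with europium anti-His antibody binding Bid BH3 peptide; 0% = Mcl-1 plus peptide wells and 100% = peptide-only wells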
# Starred values were filed as active, the others as inactive; u = inconclusive; x = no result given.
SMILES,RGS4-Gao reg,Avidin fluor,ABCB1 block,Pf gamet viab,GSH fluor,RGS7-Gao reg,Mcl-1 Bim block,Mcl1-Noxa inh,RGS8-Gao reg,ABCG2 inh,Mcl1-Bid inh
COc1ccc(-c2oc3c(OC)c(OC)c(OC)c(O)c3c(=O)c2OC)cc1OC,99,6,1.7,x,19,94,0,-11,98,5,-8
CCN(C(=O)c1cnc(OC)cc1C(F)(F)F)c1ccc(Cl)cc1,99,6,x,-7,x,u,x,14,102,x,-8
CCOc1ccc(NC(c2ccccn2)c2oc(CO)cc(=O)c2O)cc1 (stereo unspecified),94,5,-1.6,x,15,u,-4,63*,83,-4,-73
CN1CCC(N(C)C(=S)Nc2ccc(F)cc2)CC1,102,12,2.5,x,13,u,-3,0,102,10,-35
Cc1nc(Sc2nnnn2-c2ccccc2)c(C#N)c(C)c1C,97,7,0.9,x,20,99,0,8,98,1,-24
O=C(Nc1ccccc1-c1ccccc1)c1ccc(NC(=O)c2ccco2)cc1,98,7,0.9,6,11,90,0,14,101,3,3
Cc1nc2c(C(=O)O)cnn2c(C)c1Cc1ccccc1F,96,9,0.2,x,52,97,3,24,100,4,-12
CCCCn1nnnc1SCC(=O)N1CCOCC1,101,17,0.0,x,32,97,-2,-7,102,1,-18
COCc1nnc(NC(=O)c2ccc(OC)cc2OC)s1,100,10,1.3,12,26,102,-7,10,100,20,-1
CC1CCCC(NC(=O)COC(=O)c2cc(S(=O)(=O)N3CCCCC3)ccc2N2CCOCC2)C1C (stereo unspecified),94,30,2.7,11,18,91,-2,10,100,6,9
CC(=O)Nc1ccc(NC(=O)CN(c2cccc([N+](=O)[O-])c2)S(C)(=O)=O)cc1,105,14,0.6,-17,11,112,-1,15,101,5,-13
CCCC12C(=O)C(C)(C(c3ccccc3)=C1c1ccccc1)C1C(=O)N(c3ccc(C)cc3)C(=O)C12 (stereo unspecified),97,2,3.5,-1,18,98,-1,19,82,3,-4
Cc1c(N=C2SC(CC(=O)Nc3ccccc3)C(=O)N2CCN2CCOCC2)c(=O)n(-c2ccccc2)n1C (stereo unspecified),102,12,0.1,21,24,100,3,21,103,7,-35
CCOC(=O)CC(=O)CSc1nc2c(sc(=S)n2-c2ccc(OCC)cc2)c(=O)[nH]1,91,6,-5.9,-8,22,95,-2,27,75,-22,12
O=C(CSc1ccc(-c2nc3ccccc3[nH]2)cn1)Nc1ccc(S(=O)(=O)N2CCCC2)cc1,104,3,-0.9,3,6,99,0,-90,106,-2,-13
COc1ccc(C)c(S(=O)(=O)Nc2ccc(OCC(=O)O)cc2)c1,97,8,-2.4,x,20,97,0,7,100,-4,-13
Cc1occc1C(=O)NNC(=O)Cc1ccccc1,99,10,-0.3,x,9,100,0,8,99,-1,-30
N#Cc1ccc(OCC(O)CS(=O)(=O)c2ccc(F)cc2)cc1 (stereo unspecified),102,20,1.1,x,12,96,0,4,99,2,0
CN(/N=C/c1ccncc1)C1=NS(=O)(=O)c2ccccc21,102,18,0.5,22,1,98,26,11,98,5,4
CC(C)(C)OC(=O)N1CCCN(C(=O)Nc2ccccc2)CC1,96,7,x,6,x,u,x,0,100,x,0
COc1ccc(/C=C/C(=O)NCCn2c(C)cc3ccccc32)cc1OC,101,6,0.3,x,16,102,-1,-9,101,5,-12
COc1cccc(NC(=O)CN2CCN(c3nc(-c4cccc(OC)c4)cs3)CC2)c1,110,6,0.5,x,14,102,-9,5,112,1,-15
O=C(Nc1ccc2c(c1)OCO2)c1cnn2c1NC(c1ccco1)CC2C(F)(F)F (stereo unspecified),100,8,0.3,19,6,93,1,3,100,1,-1
O=C(CS(=O)CC(=O)N(CC(=O)NC1CCCC1)C1CCCC1)Nc1ccc(F)cc1 (stereo unspecified),100,9,0.1,-16,20,99,-1,10,99,1,-42
c1ccc(-n2c(-c3ccco3)nnc2-c2ccco2)cc1,96,13,0.2,-23,11,108,-2,1,97,0,1
O=C(/C=C1\SC(=O)NC1=O)Nc1ccc(C(=O)O)cc1,100,6,x,-23,x,u,x,12,99,x,-6
CCOc1ccccc1CNS(=O)(=O)c1ccc2[nH]c(=O)sc2c1,100,14,-0.2,13,31,101,-3,1,101,15,9
O=C(CSc1nc2ccccc2s1)c1cc2ccccc2o1,98,11,-0.3,x,27,100,-6,9,102,2,-22
Cc1ccc(C2=NCCNC2=O)c(C)c1,103,15,0.5,x,13,100,0,1,100,1,-29
CN(C)S(=O)(=O)c1cccc(NC(=O)CN2C(=O)NC(Cc3c[nH]c4ccccc34)C2=O)c1 (stereo unspecified),100,13,-0.3,-15,24,99,2,-5,101,-1,-56
CC(c1ccccc1)n1c(-c2ccncc2)n[nH]c1=S (stereo unspecified),101,15,0.3,0,23,106,-8,14,99,1,-10
O=C1N=C2SCCN2/C1=C\c1ccccc1Cl,102,8,0.1,x,21,100,-1,-1,100,1,-41
CC(C(=O)NN)c1ccc([N+](=O)[O-])cc1 (stereo unspecified),104,12,2.2,-15,15,u,-1,4,103,23,-15
O=C(CN1CCN(Cc2ccc(Cl)cc2)CC1)N/N=C/c1ccncc1,102,4,3.2,5,8,101,-7,13,104,8,4
c1ccc(-n2nnc3ccccc32)nc1,103,9,0.6,x,46,94,0,-6,99,4,0
O=C(NNc1cccc([N+](=O)[O-])c1)/C(=C\c1cccnc1)NC(=O)c1ccccc1,91,5,x,-29,x,u,x,-2,98,x,-69
Cc1cc2cc(CNC(=O)Nc3ccc(Cl)c(Cl)c3)ccc2n1C,147,5,-0.1,x,18,143,-1,11,137,-1,-5
CCc1ccc(C2=NNC(=Nc3c(C)n(C)n(-c4ccccc4)c3=O)SC2)cc1,101,9,0.5,4,13,97,-2,5,100,7,-11
COc1ccccc1NC(=O)c1cn(C)c(=O)c2cc(OC)c(OC)cc12,103,14,1.0,2,30,103,-6,8,101,23,84*
CC(C)(C)c1ccc(Oc2ccc(NC(=O)c3ccco3)cn2)cc1,95,6,x,-14,x,u,x,-1,99,x,12
O=C(Nc1cccc(S(=O)(=O)N2CCOCC2)c1)c1cn(-c2ccccc2)nc1-c1ccc(F)cc1,105,11,1.1,x,6,106,-2,11,103,-10,-2
N#Cc1ccccc1NC(=O)COC(=O)c1ccc(S(=O)(=O)N2CCCC2)cc1,97,14,0.8,x,22,91,0,0,101,5,4
Cc1ccc(S(=O)(=O)N2CCOCC2)cc1C(=O)N1c2ccccc2Sc2ccccc21,100,35,0.7,12,48,102,0,-9,100,2,-2
COc1ccc(C(=O)NC2=Nc3ccccc3N=C(C)C2c2ccccc2)cc1 (stereo unspecified),98,3,x,5,x,u,x,6,99,x,-38
O=[N+]([O-])c1ccc(/C=N/Nc2ncc(-c3ccccc3)cn2)cc1,97,8,0.3,x,7,95,-2,20,104,1,-8
CCc1nnc(NC(=O)CN2CCN(c3ccccc3OC)CC2)s1,104,13,0.5,x,33,111,0,24,106,2,15
CCCC1(C(=O)O)NC(c2ccccc2O)C2C(=O)N(Cc3ccccc3)C(=O)C21 (stereo unspecified),99,7,0.7,x,24,100,1,-3,100,5,-13
CC(C)(C)c1nnc(NC(=O)CCn2cnc3ccccc3c2=O)s1,97,10,0.8,0,10,96,2,-6,100,14,-43
CC(=O)/C(CN1CCCCC1)=N\O,110,85*,0.3,x,13,136,-4,19,101,1,0
O=C(Oc1ccc(NC2=NS(=O)(=O)c3ccccc32)cc1)c1cccnc1,103,11,0.2,10,16,101,0,9,102,1,-7
Cc1ccc(-c2cc(C(=O)NCCCn3ccnc3)no2)cc1,101,12,0.4,4,12,102,-1,-15,97,2,-24
C=CCNC(=O)c1cccc(Br)c1,101,8,0.8,x,25,102,-2,11,100,3,-6
NS(=O)(=O)c1ccc(CCNC(=O)C2Cc3ccccc3CN2C(=O)c2ccco2)cc1 (stereo unspecified),102,17,0.8,x,12,101,0,28,100,4,-7
COc1ccc(/C=C/C(=O)Oc2cccc(/C=N/NC(=O)c3cccc(F)c3)c2)cc1,100,5,-0.1,x,24,100,1,34,101,0,1
COc1cccc(C(c2c(N)[nH]c(=S)[nH]c2=O)c2c(N)[nH]c(=S)[nH]c2=O)c1,97,6,x,8,x,u,x,-7,99,x,-90
COc1cccc2sc(NNC(=O)C3=COCCO3)nc12,96,5,0.3,-22,18,97,-5,-96,106,1,-49
O=C(c1cnn(C(=O)c2cccc(S(=O)(=O)N3CCOCC3)c2)c1)c1cc(Cl)cc(Cl)c1O,102,4,x,x,x,u,x,18,102,x,-32
Nc1cc(N)nc(SCC(=O)NCc2ccco2)n1,94,25,-0.1,0,16,97,0,6,95,0,-17
CCC(C)NC(=O)Cn1cc2c(n1)CCC(C)C2 (stereo unspecified),100,7,0.5,x,26,98,0,3,101,1,-14
CN(C)Cc1c(C#N)c2ccccc2n1C,99,6,-0.1,x,6,100,4,6,101,0,-20
# Next records follow:
SMILES,RGS4-Gao reg,Avidin fluor,ABCB1 block,Pf gamet viab,GSH fluor,RGS7-Gao reg,Mcl-1 Bim block,Mcl1-Noxa inh,RGS8-Gao reg,ABCG2 inh,Mcl1-Bid inh
Cc1cc(C)c2nc(/N=C(\N)NC(=O)Nc3ccccc3)nc(C)c2c1,99,12,-1.2,-9,7,96,-1,-1,103,-18,-14
O=C(CSc1cn(CCNC(=O)c2cccs2)c2ccccc12)NC1CCCCC1,104,8,-2.3,x,21,105,-1,10,102,-3,-25
O=C(O)c1cnn(-c2ccccc2)c1-c1ccccc1,99,22,1.1,x,24,99,-3,1,98,16,3
CC(C)C(=O)N1CCN(c2ccc(NC(=O)COc3ccccc3[N+](=O)[O-])cc2)CC1,99,9,2.4,5,15,u,0,23,102,10,-34
CCCc1nnc(NC(=O)CN2C(=O)C3C4C=CC(C4)C3C2=O)s1 (stereo unspecified),85,19,0.1,x,10,98,0,-7,97,1,-14
Cn1ncc(Br)c1C(=O)Nc1c(F)c(F)cc(F)c1F,102,7,0.6,x,21,102,0,10,105,10,-1
Cn1c(=NC(=O)C2CC2)sc2cccc(F)c21,93,25,0.0,x,15,103,-3,13,98,2,-10
CC1CCc2c(sc(N)c2C(=O)OC(C)C)C1 (stereo unspecified),104,6,0.6,x,11,102,4,18,103,8,8
CCc1ccc(N(C(=O)c2snc(C(N)=O)c2N)C(C(=O)NCC2CCCO2)c2cccs2)cc1 (stereo unspecified),100,19,4.9,11,8,99,2,-3,103,3,-20

# Source: PubChem (several laboratories)
